DYRK1A inh: inhibitors of rat Dyrk1A kinase; inhibition, % at 12.5 µM; ADP-Glo luminescence, NFATc1 peptide; 310,000 compounds, 0.43% hits; Q63470; in the data active means inhibition above about 50%;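 further: plate controls were vehicle with enzyme for no effect and no enzyme for full effect; many of its hits are not listed in these tables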
TRPC4 agonist: opens the mouse TRPC4 cation channel | AID 2237 | 310,000 compounds, 0.49% hits | B-score at 10 µM | Q9QUQ5 | HEK293 TRPC4beta/mu-opioid, Fluo4 calcium fluorescence; hits give high values;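 active means B-score above 5 SD of library B-scores, and initial fluorescence ratio not above library mean plus 5 SD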;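 further: positive B-score marks a calcium rise read as TRPC4 activation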
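system = HEK293 cells stably co-expressing mouse TRPC4beta and mu-opioid receptor | schedule = Fluo4 dye loading 45 min at room temperature, 110 s recording | measure = B-scored integrated calcium fluorescence ratio | signal = Fluo4 calcium-sensitive dye fluorescence, kinetic, 1 Hz baseline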
KCNK9 inh: human KCNK9 channel inhibition; Q9NPC2; HEK293 KCNK9, FluxOR thallium flux fluorescence; hits give low values; B-score at 10 µM; 310,000 compounds, 1.2% hits; AID 488922;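 active means ratio B-score over 3 SD below the library mean, with starting fluorescence within 5 SD of its mean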;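 further: negative B-score means less thallium flux so channel inhibition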
Target sequence (Q9NPC2 whole entry, looked up): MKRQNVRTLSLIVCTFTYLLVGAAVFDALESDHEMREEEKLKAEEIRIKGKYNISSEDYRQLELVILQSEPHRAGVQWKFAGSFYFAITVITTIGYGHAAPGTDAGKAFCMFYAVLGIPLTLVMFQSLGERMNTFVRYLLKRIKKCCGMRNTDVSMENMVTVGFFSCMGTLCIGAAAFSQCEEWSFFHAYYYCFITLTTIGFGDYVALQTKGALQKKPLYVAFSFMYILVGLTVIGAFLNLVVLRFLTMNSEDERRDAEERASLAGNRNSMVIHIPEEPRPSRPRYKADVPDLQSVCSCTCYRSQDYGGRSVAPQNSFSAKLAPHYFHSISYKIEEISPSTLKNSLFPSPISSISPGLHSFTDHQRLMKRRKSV
hERG rescue: hERG (human) protection from proarrhythmic block; Q12809; CHO-hERG, FluxOR thallium flux, dofetilide IC70 present; activation (rescue from dofetilide block), less the hit threshold, % at 10 µM; 310,000 compounds, 0.51% hits; AID 1511;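 active means activation above the mean of controls blocked by dofetilide plus 5 SD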;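 further: thallium influx through hERG after potassium depolarization seen as dye fluorescence rise; in these data hits start at about 4.7%; inactives centre near -7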
TRPC4 PAM: allosterically enhances the mouse TRPC4 cation channel; B-score at 10 µM; 310,000 compounds, 0.42% hits; Q9QUQ5; HEK293 TRPC4beta/mu-opioid, DAMGO EC20, Fluo-4 Ca2+ flux; hits give high values;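 active means B-score of calcium response area above 5 SD of library B-scores, with initial fluorescence ratio within 5 SD of library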;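 further: B-score of integrated fluorescence ratio over time as area under calcium response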
HDAC3 inhib: inhibitors of human histone deacetylase 3; O15379; 320,000 compounds, 0.15% hits; AID 2718; inhibition, % at 8.3 µM; recombinant HDAC3, fluorogenic peptide/trypsin coupled, fluorescence; in the data active means inhibition above about 26%, passing the limit was not always enough; inconclusive means no clear call, values can overlap the other calls
Target sequence (O15379 whole entry, looked up): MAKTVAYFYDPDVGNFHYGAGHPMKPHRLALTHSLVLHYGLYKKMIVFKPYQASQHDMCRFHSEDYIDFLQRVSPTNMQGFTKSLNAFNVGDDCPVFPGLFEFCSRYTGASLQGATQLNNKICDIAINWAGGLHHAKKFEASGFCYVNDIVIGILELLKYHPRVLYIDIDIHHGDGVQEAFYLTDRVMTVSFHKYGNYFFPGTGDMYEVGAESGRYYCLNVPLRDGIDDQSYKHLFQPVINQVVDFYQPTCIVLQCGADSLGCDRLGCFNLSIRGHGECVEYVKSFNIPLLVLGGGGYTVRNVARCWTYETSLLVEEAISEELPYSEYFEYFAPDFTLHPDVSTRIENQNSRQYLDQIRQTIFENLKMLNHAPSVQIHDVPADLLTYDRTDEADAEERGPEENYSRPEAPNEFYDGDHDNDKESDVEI
ANO1 activ: activates or potentiates the mouse TMEM16A chloride channel. Q8BHY3. HEK293 TMEM16A/YFP-H148Q/I152L, iodide quench fluorescence; hits give low values. B-score at 10 µM. 340,000 compounds, 0.3% hits. AID 623877;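 active means fluorescence-ratio B-score plate-corrected deviation score at least 3 library SD below zero, with starting fluorescence score within 5 deviations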;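 further: channel opened by trigger with iodide after compound preincubation; score built on the fluorescence ratio of max minus min over baseline; more negative score means more quench and so TMEM16A activation or potentiation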
KCNQ1 pot: potentiators or activators of human KCNQ1 potassium channel; CHO-K1 KCNQ1, thallium flux FluxOR fluorescence; hits give high values; B-score at 10 µM; 310,000 compounds, 0.35% hits; AID 2648;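 active means fluorescence ratio B-score, a plate-corrected score, at least three library SD, with initial intensity B-score within 5 SD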
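Schedule – 37 °C overnight plating, 90-min dark dye load, 20-min compound pretreatment · System – stable KCNQ1 CHO-K1 line · Probe or stimulus – thallium- and potassium-containing depolarizing buffer · Measured by – kinetic FluxOR fluorescence, 10 s baseline plus 110 s post-stimulus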
ANO1 block: mouse TMEM16A channel inhibition, primary screen. HEK293 TMEM16A/YFP iodide influx fluorescence, ionomycin. AID 588511. normalized B-score (activity score, 25-100; higher = stronger inhibition) at 10 µM. Q8BHY3. 310,000 compounds, 1.2% hits;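 active means ratio plate-corrected score three or more library SD toward inhibition, starting fluorescence score within five deviations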;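 further: score derived from kinetic fluorescence span divided by baseline fluorescence per well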
KCNQ1 block: blocks the human KCNQ1 potassium channel; P51787; CHO-K1 KCNQ1, FluxOR thallium flux fluorescence; hits give high values; B-score at 10 µM; 310,000 compounds, 1.3% hits; AID 2642;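 active means compounds whose thallium flux B-score, printed positive for inhibition, exceeds three library SD while starting fluorescence stays within three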;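 further: channel opened by potassium depolarization with thallium stimulus after 20 min compound exposure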
KCNK3 inh: human KCNK3 channel inhibition, primary screen | B-score at 10 µM | 340,000 compounds, 0.84% hits | AID 602410 | CHO-KCNK3 thallium flux, FluxOR fluorescence; hits give low values | O14649;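 active means B-score under library mean minus 4 SD, starting fluorescence ratio at most library mean plus 5 SD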;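 further: more negative B-score means stronger inhibition of thallium flux through KCNK3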
Active calls of the source: *; i = inactive; ? = inconclusive; . = no result given.

Fields – DYRK1A inh	TRPC4 agonist	KCNK9 inh	hERG rescue	TRPC4 PAM	HDAC3 inhib	ANO1 activ	KCNQ1 pot	ANO1 block	KCNQ1 block	KCNK3 inh
1	C=CCOc1ccc(/C=N/NC(=O)c2c(C)nc3ccc(Cl)cn23)cc1
→ 2	i	i	-7	i	-1	i	i	i	i	i
2	COc1ccc2cnn(Cc3ccccc3)c(=O)c2c1OC
→ -3	i	i	-4	i	7	i	i	i	i	i
3	Cc1ccn2c(CNC(C)c3cn(C)nc3C)c(C(=O)N3CCCCCC3)nc2c1 (configuration not stated)
→ -6	i	i	-7	i	1	i	i	i	i	i
4	COC(=O)c1ccc(NC(=O)CN(C)S(=O)(=O)c2ccc(OC)c(C)c2)cc1
→ 12	i	i	-9	i	-1	i	i	i	i	i
5	O=[N+]([O-])c1ccc2nnn(O)c2c1
→ 3	i	i	-6	i	5	i	i	i	i	i
6	CCn1c(=NC(=O)CN2C(=O)CCC2=O)sc2c(OC)ccc(OC)c21
→ 7	i	i	-5	i	2	i	i	i	i	i
7	Cc1cc(C)n(-c2nc3ccccc3nc2N2CCN(C(=O)c3ccccc3)CC2)n1
→ 3	i	i	-8	i	0	i	i	i	i	i
8	COc1ccc(C(=O)Nc2ccncc2)cc1OC
→ .	i	i	2	i	-2	i	i	i	i	i
9	O=C(COc1ccc(-c2nnco2)cc1)Nc1c(F)cccc1F
→ 1	i	i	-16	i	2	i	i	i	i	i
10	COc1cc(-c2noc(C3CCCN(C(=O)c4c(F)cccc4F)C3)n2)cc(OC)c1OC (configuration not stated)
→ 19	i	i	-8	i	4	i	i	i	i	i
11	O=C(CN1CCN(Cc2ccccc2)CC1)NCc1ccc(Cl)cc1
→ 12	i	i	-10	i	-2	i	i	i	i	i
12	Cc1ccnc(N/N=C/c2ccccc2)n1
→ -2	i	i	-3	i	-2	i	i	i	i	i
13	CNS(=O)(=O)c1cccc(C(=O)OC2CCCCC2=O)c1 (configuration not stated)
→ -1	i	i	-6	i	1	i	i	i	i	i
14	COc1ccc(C(=O)COC(=O)C(CCSC)NS(=O)(=O)c2ccc(Cl)cc2)cc1 (configuration not stated)
→ 10	i	i	-5	i	13	i	i	i	i	i
15	O=C(Nc1ccccc1N1CCOCC1)c1cccc(F)c1
→ 2	i	i	-21	i	-2	i	i	i	i	i
16	CC(=O)Oc1ccc(/C=N/NC(=O)CCSc2ccccc2)cc1
→ 15	i	i	-7	i	4	i	i	i	i	i
17	CCN1C(=O)/C(=C/c2cccs2)N(C)C1=S
→ 2	i	i	-17	i	7	i	i	i	i	i
18	CC(C)N(C(=O)NC(=O)Nc1ccc(S(=O)(=O)N2CCCC2)cc1)S(C)(=O)=O
→ -3	i	i	-2	i	-5	i	i	i	i	i
19	COCCCn1c(SCC(=O)N(C)C)nnc1-c1ccccc1
→ 4	i	i	-5	i	3	i	i	i	i	i
20	CSCCC(NC(=O)c1ccc(Cl)cc1Cl)C(=O)OC(C)C(=O)NCc1ccco1 (configuration not stated)
→ 1	i	i	-13	i	-3	i	i	i	i	i

Compound profiles, from the list above. Order of screens: DYRK1A inh, TRPC4 agonist, KCNK9 inh, hERG rescue, TRPC4 PAM, HDAC3 inhib, ANO1 activ, KCNQ1 pot, ANO1 block, KCNQ1 block, KCNK3 inh
`C=CCOc1ccc(/C=N/NC(=O)c2c(C)nc3ccc(Cl)cn23)cc1` in the list: 2, i, i, -7, i, -1, i, i, i, i, i
`COc1ccc(C(=O)Nc2ccncc2)cc1OC` in the list: ., i, i, 2, i, -2, i, i, i, i, i

Other compounds.
Fields – DYRK1A inh	TRPC4 agonist	KCNK9 inh	hERG rescue	TRPC4 PAM	HDAC3 inhib	ANO1 activ	KCNQ1 pot	ANO1 block	KCNQ1 block	KCNK3 inh
21	Cc1ccc([N+](=O)[O-])c2c1C(N1CC(C)OC(C)C1)C(C)(C)O2 (configuration not stated)
→ 2	i	i	5.4*	i	-3	i	i	i	i	i
22	CCOc1ccc(S(=O)(=O)Nc2nc3ccccc3nc2-n2ccc(=NC(=O)c3cccs3)cc2)cc1
→ -2	i	i	-3	i	-2	i	i	i	i	i
23	O=C(NC1C(=O)NNC1c1ccccc1)c1ccccc1 (configuration not stated)
→ .	i	i	-7	i	-6	i	i	i	i	i
24	Cc1cc(C)c2c(=O)[nH]c(SCC(=O)N3CCCCC3)nc2n1
→ 6	i	i	-2	i	2	i	i	i	i	i
25	Cc1ccc(CNS(=O)(=O)c2cn(C)cn2)cc1
→ -1	i	i	-9	i	-4	i	i	i	i	i
26	C#CCNC(=O)C1=C[C@H](c2csc3ccccc23)C[C@H](OCCCCO)O1
→ 38	i	i	-10	i	2	i	i	i	i	i
27	Cc1nc(C)c(C(=O)Nc2cccc(F)c2)s1
→ 16	i	i	1	i	-1	i	i	i	i	i
28	O=C(CNC1CCCCCC1)Nc1ccccc1N1CCCCC1
→ 6	i	i	-4	i	5	i	i	i	i	i
29	S=C(Nc1ccccc1)c1nc2ccccc2s1
→ -2	i	i	-10	i	5	i	i	i	i	i
30	Cc1cccc(NC(=O)Cn2cccc2)c1
→ 2	i	i	-14	i	5	i	i	i	i	i
31	CC1(C)CC(=O)C2=C(C1)NC(=O)NC2c1ccc([N+](=O)[O-])cc1 (configuration not stated)
→ 1	i	i	-1	i	3	i	i	i	i	i
32	CCc1ccc(N(C(=O)c2csnn2)C(C(=O)NCc2ccccc2)c2ccco2)cc1 (configuration not stated)
→ -2	i	i	-12	i	2	i	i	i	i	i
33	O=C(c1ccccc1Cl)N1CCC(c2nc3c(nnn3Cc3ccco3)c(=O)[nH]2)CC1
→ 6	i	i	-9	i	1	i	i	i	i	i
34	CC(NC(=O)c1ccccc1Cl)C(=O)O (configuration not stated)
→ 0	i	i	-4	i	7	i	i	i	i	i
35	CCOc1cccc(C(=O)NC(=S)Nc2ccc(Cl)cc2C(=O)O)c1
→ 2	i	i	-5	i	-8	i	i	i	i	i
36	O=c1oc(-c2ccccc2NS(=O)(=O)c2ccc(Cl)cc2)nc2ccccc12
→ 8	i	i	-7	i	3	i	i	i	i	i
37	CCn1c(COc2ccc(OC)cc2)nnc1SCc1nc2ccccc2c(=O)[nH]1
→ .	i	i	-2	i	-2	.	i	i	i	.
38	CCCN1CCN(C(=O)Cn2c(=O)oc3cc(S(=O)(=O)NCc4ccccc4)ccc32)CC1
→ -3	104*	i	-10	i	-5	i	i	i	i	i
39	Cc1ccc(C(=O)CSc2nc(O)cc(=O)[nH]2)cc1C
→ -5	i	i	-2	i	30*	i	i	i	i	i
40	FC(F)(F)c1ccccc1N/N=C/c1cccnc1
→ -2	i	i	-4	i	0	i	i	i	i	i

Rewritten in markdown: 2 of the compounds above
| entry | Compound | DYRK1A inh | TRPC4 agonist | KCNK9 inh | hERG rescue | TRPC4 PAM | HDAC3 inhib | ANO1 activ | KCNQ1 pot | ANO1 block | KCNQ1 block | KCNK3 inh |
| --- | --- | --- | --- | --- | --- | --- | --- | --- | --- | --- | --- | --- |
| 27 | Cc1nc(C)c(C(=O)Nc2cccc(F)c2)s1 | 16 | i | i | 1 | i | -1 | i | i | i | i | i |
| 28 | O=C(CNC1CCCCCC1)Nc1ccccc1N1CCCCC1 | 6 | i | i | -4 | i | 5 | i | i | i | i | i |

Next entries follow:
Fields – DYRK1A inh	TRPC4 agonist	KCNK9 inh	hERG rescue	TRPC4 PAM	HDAC3 inhib	ANO1 activ	KCNQ1 pot	ANO1 block	KCNQ1 block	KCNK3 inh
41	O=C(c1ccccc1)c1ccc(OCC(O)CN2CCCCC2)cc1 (configuration not stated)
→ -3	i	i	-9	i	4	i	i	i	i	i
42	CC1Cc2ccccc2N1C(=O)Cn1cc([N+](=O)[O-])cn1 (configuration not stated)
→ 1	i	i	-5	i	-7	i	i	i	i	i
43	COc1ccc(-c2nc(CSCC(=O)NC3CCCc4ccccc43)c(C)o2)cc1OC (configuration not stated)
→ -5	i	i	-15	i	.	i	i	i	i	i
44	Clc1ccc(-c2cnc3n2CCCCC3)cc1
→ 2	i	i	-10	i	2	i	i	i	i	i
45	CC(=O)c1sc(-c2ccc(Cl)cc2)nc1C
→ 0	i	i	-3	i	6	i	i	i	i	i
46	S=c1[nH]nc(Cc2sc(-c3ccccc3)nc2-c2ccccc2)o1
→ -6	i	i	-6	i	11	i	i	i	i	i
47	COc1cc(NC(=S)Nc2ccccn2)cc(OC)c1OC
→ 7	i	i	-2	i	-3	i	i	i	i	i
48	COc1ccc(C(c2c(C)n(C)n(-c3ccccc3)c2=O)c2c(C)n(C)n(-c3ccccc3)c2=O)cc1OC
→ -1	i	i	-13	i	-6	i	i	i	i	i
49	O=[N+]([O-])c1cc2c(cc1CN1CCN(CCOCCO)CC1)OCO2
→ -1	i	i	-4	i	2	i	i	i	i	i
50	CN(C)C(CNC(=O)c1ccc(C(=O)c2ccccc2)cc1)c1ccccc1 (configuration not stated)
→ 2	i	i	-5	i	0	i	i	i	i	i
51	O=C(COC(=O)c1nc(Cl)ccc1Cl)Nc1ccccc1OC(F)F
→ -2	i	i	-11	i	?	i	i	i	i	-9.6*
52	CN(C)c1ccc(C2NCCS2)cc1 (configuration not stated)
→ -2	i	i	-2	i	0	i	i	i	i	i
53	CCS(=O)(=O)c1ccc(O)c(NC(=O)c2cc(OC)c(OC)c(OC)c2)c1
→ 2	i	i	-10	i	4	i	i	i	i	i
54	CN(CCCC1CCCC1)C(=O)c1cc(COc2c(F)cccc2F)on1
→ 4	i	i	-8	i	14	i	i	i	i	i
55	O=C(Cc1ccc([N+](=O)[O-])cc1)NCc1ccccc1Cl
→ -5	i	i	-11	i	-6	i	i	i	i	i
56	COc1cccc(C(=O)NNC(=O)c2sccc2-n2cccc2)c1
→ 6	i	i	-5	i	-9	i	i	i	i	i
57	Cc1ccc(N=C2C(=S)N(c3ccc(C)cc3)C(=N)N2/N=C/c2ccc(Cl)cc2)cc1
→ -1	i	i	-10	i	9	i	i	i	i	i
58	Fc1ccc(NC(=S)NCc2ccccn2)cc1
→ 8	i	i	-8	i	1	i	i	i	i	i
59	CC(C)(C)C(=O)CSc1ncnc2c1cnn2Cc1ccccc1
→ -2	i	i	-1	i	2	i	i	i	i	i
60	O=C(CCn1nnc2ccccc21)Nc1nnc(Cc2ccccc2)s1
→ -5	i	i	-13	i	1	i	i	i	i	i
61	O=C(c1ccc(C(F)(F)F)cc1)C1CCCN(C(=O)CN2CCCC2=O)C1 (configuration not stated)
→ 1	i	i	-4	i	6	i	i	i	i	i

An excerpt; count on the stated rates, not on these rows.
